ABCB6 inh MLPCN – inhibitors of human ABC transporter ABCB6. Q9NP58. K562-ABCB6 porphyrin accumulation, flow cytometry, 1 h; active compounds read low. fluorescence ratio to DMSO, % at 10 µM. 360,000 compounds, 0.19% hits. AID 602162;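 active = fluorescence ratio to DMSO below 75%, the collection mean minus 3 SD; inconclusive = too few cells collected in the well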;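 also: signal is porphyrin accumulated inside mitochondria; 100% equals median channel fluorescence of DMSO control wells; lower ratio means ABCB6 inhibition with less porphyrin fluorescence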
MC4R ag barr – agonists of human melanocortin 4 receptor (MC4R) beta-arrestin; AID 540308; 360,000 compounds, 0.98% hits; activation, % at 8.9 µM; P32245; U2OS MC4R beta-arrestin complementation, luminescence; percent of melanotan II response, DMSO zero;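 active = activation above a per-plate cutoff, the mean activation of sample wells on that plate plus 3 SD, cut at about 8% in these data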
Target sequence (P32245 whole entry, looked up): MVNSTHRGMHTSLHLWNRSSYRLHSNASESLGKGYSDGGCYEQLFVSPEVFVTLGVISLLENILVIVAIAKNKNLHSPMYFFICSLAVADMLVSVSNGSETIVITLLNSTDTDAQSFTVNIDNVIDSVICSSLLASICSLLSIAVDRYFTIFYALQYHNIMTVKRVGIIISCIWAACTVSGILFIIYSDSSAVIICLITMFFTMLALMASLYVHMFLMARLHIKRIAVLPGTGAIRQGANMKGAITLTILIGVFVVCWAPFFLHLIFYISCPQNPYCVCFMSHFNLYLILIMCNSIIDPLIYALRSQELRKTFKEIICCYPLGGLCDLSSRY
Vif inh – inhibitors of HIV Vif; HEK293T cells, Vif self-association by quenched fluorescence, imaging, 24 h; 340,000 compounds, 0.35% hits; inhibition, % at 7.49 µM; in the data active = inhibition above about 50%, passing the limit was not always enough; inconclusive = no clear call, values can overlap the other calls; inactive = below about 31%; also: some results filed as inactive read as strong as hits
MC4R antagonist – antagonists of human melanocortin 4 receptor (MC4R); MC4R-expressing cells, MTII-stimulated cAMP, LANCE TR-FRET; 360,000 compounds, 0.48% hits; P32245; inhibition, % at 6.5 µM; AID 540295;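 active = inhibition above its plate's cutoff, the mean of tested wells on that plate plus 3 SD, cut at about 29% in these data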;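 also: 0% = Melanotan II alone and 100% = Melanotan II plus saturating MCL0020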
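Assay system: human MC4R-expressing U2OS cells; reagent: Melanotan II stimulation of cells; dosing: 6.5 µM single dose; timing: compound 30 min, challenge 1 h, detection 1 h; signal: TR-FRET cAMP assay; replicates: one well per compound, no replicates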
N-glyco inh – N-linked glycosylation inhibition; 360,000 compounds, 0.23% hits; D54 ERlucT glycosylation luciferase reporter, 24 h; percent of 100 nM tunicamycin response; AID 588692; reporter increase, % at 12.5 µM;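 active = mean luciferase reporter signal, scaled so untreated is 0 and the glycosylation-blocking control 100, at or above a set limit in every replicate; inconclusive = mean reaches the limit but not every replicate does; inactive = mean below the limit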;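 also: luciferase carries N-glycosylation sites so blocking glycosylation raises the light; 0% = median of neutral control wells and 100% = median of 100 nM tunicamycin wells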
aDG glyco up – alpha-DG glycosylation activation. Pro5-aDG cells, alpha-DG glycosylation AlphaScreen (IIH6); 0% Pro5, 100% B10-LARGE cell signal. 360,000 compounds, 0.22% hits. activation, % at 10 µM;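 active = activation of at least 8% versus controls, or a plate z-score of at least 8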;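 also: Pro5 are CHO cells carrying HIG-tagged alpha-DG that lacks glycosylation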
ABHD5-PLIN5 inh – blocks binding of human ABHD5 to perilipin-5 | Q00G26+Q8WTS1 | AID 602281 | Split G. princeps luciferase complementation, luminescence, 4 h | 360,000 compounds, 0.78% hits | inhibition, % at 4 µM;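 active = inhibition above the mean inhibition across every tested compound plus 3 SD, cut at about 22% in these data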;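 also: 0% = DMSO only wells and the 100% control is not disclosed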
NOD2-RIPK2 inh – NOD2-RIPK2 protein interaction inhibition; O43353; CHO BLA complementation NOD2-RIPK2, CCF4 ratio; inhibition, % at 4.98 µM; 360,000 compounds, 0.38% hits; AID 624267; in the data active = inhibition above about 21%;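 also: 0% = vehicle only and 100% = reference blocker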
Target sequence (O43353 whole entry, looked up): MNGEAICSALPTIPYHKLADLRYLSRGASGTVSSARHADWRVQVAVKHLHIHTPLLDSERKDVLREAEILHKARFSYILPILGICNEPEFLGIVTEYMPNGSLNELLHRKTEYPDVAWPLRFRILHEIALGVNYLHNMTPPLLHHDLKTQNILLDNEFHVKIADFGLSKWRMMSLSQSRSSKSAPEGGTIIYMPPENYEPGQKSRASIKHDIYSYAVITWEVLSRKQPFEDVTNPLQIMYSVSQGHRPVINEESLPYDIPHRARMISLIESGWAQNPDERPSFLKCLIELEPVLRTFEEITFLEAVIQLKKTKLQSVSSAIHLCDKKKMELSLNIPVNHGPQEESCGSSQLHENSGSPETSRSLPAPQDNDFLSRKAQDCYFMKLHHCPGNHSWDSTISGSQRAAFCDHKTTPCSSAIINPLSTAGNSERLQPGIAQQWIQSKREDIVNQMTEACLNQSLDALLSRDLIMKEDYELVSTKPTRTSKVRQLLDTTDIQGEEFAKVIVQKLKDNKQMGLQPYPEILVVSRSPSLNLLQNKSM
Exocytosis inh – blocks lytic granule exocytosis; TALL-104 LAMP-1 surface exposure, flow cytometry; cells stimulated with thapsigargin and PMA; inhibition, % at 10 µM; 360,000 compounds, 0.66% hits;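 active = inhibition above about 55%, limit read from the data; inconclusive = no clear call, values can overlap the other calls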
TLR9-MyD88 inh – inhibitors of human TLR9-MyD88 binding | Q9NR96+Q99836 | 340,000 compounds, 0.21% hits | CHO BLA complementation TLR9-MyD88, CCF4 FRET ratio | inhibition, % at 4.98 µM;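 active = inhibition above the mean over all tested compounds plus 3 SD, cut at about 21% in these data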;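 also: 0% = DMSO only wells and 100% = clavulanate BLA inhibitor control wells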
The depositor's hits bear a star; u = inconclusive; x = not tested or not shown; & = joins results of further samples. The list is partial; count on the stated rates, not on these rows.

SMILES | ABCB6 inh MLPCN | MC4R ag barr | Vif inh | MC4R antagonist | N-glyco inh | aDG glyco up | ABHD5-PLIN5 inh | NOD2-RIPK2 inh | Exocytosis inh | TLR9-MyD88 inh
CC12CCC(C(=O)N3CCCCC3)([C@H](Br)C1=O)C2(C)C (some centres not stated) | 84 | 0.2 | -7 | 7 | -1 | -0.1 | 0 | -8 | 0 | 6
COC[C@@H]1CCCN1c1ccc2c(c1)O[C@@H](COCc1ccccc1)CN([C@@H](C)c1ccccc1)S2(=O)=O | 95 | x | x | x | x | 2.3 | 4 | -15 | 0 | x
CCCN(CCC)S(=O)(=O)c1ccc(C(=O)N2CCOCC2)cc1 | 99 | -0.5 | 3 | -5 | 2 | -0.1 | 6 | -3 | 12 | -2
CCOc1ccccc1N(CC(=O)NCC1CCCO1)C(=O)CCC(=O)Nc1cc(C)on1 (configuration not stated) | 97 | 0.2 | 21 | 0 | 1 | -0.2 | -1 | -5 | -14 | 8
COc1ccc(CNC(=O)C2CCCN(S(=O)(=O)c3c(C)noc3/C=C/N(C)C)C2)cc1 (configuration not stated) | 98 | -1.1 | -2 | -1 | -1 | -0.3 | 5 | -5 | -2 | -5
CCC(C)C(NC(=O)c1ccccc1NC(=O)c1ccco1)C(=O)NNC(=O)c1ccncc1 (configuration not stated) | 99 | -1.8 | -8 | 2 | 1 | 0.0 | 0 | -6 | -4 | 1
Cc1c(Cc2ccccc2)sc(/N=C/c2ccc3ccccc3c2)c1C(N)=O | 108 | 0.9 | -9 | -17 | 17 | -0.4 | -12 | 13 | 3 | -12
O=S(=O)(c1cccc(-c2csc(-c3cccnc3)n2)c1)N1CCCCC1 | 93 | 0.1 | x | 4 | -2 | 0.1 | -4 | -6 | 0 | 5
Cc1cc(-c2ccco2)n(CC(=O)NCc2ccccc2)n1 | 101 | -0.5 | 4 | 6 | 0 | 0.0 | 6 | -2 | 30 | -3
Cc1ccc(C)c(NC(=O)CCNS(=O)(=O)c2ccc3[nH]c(=O)oc3c2)c1 | 93 | -0.7 | 0 | -1 | 3 | -0.1 | 8 | -9 | -2 | -1
O=C(O)CN1CCN(Cc2cccc(Cl)c2)C1=O | 99 | 0.3 | 0 | 8 | 2 | -0.1 | -2 | -3 | 10 | -3
O=C(NCC1CCOCC1)c1cccc2c(-c3cccnc3)coc12 | 96 | -1.0 | 21 | 4 | -2 | 0.0 | 2 | 3 | 8 | x
Cc1cc(N)ccc1NC(=O)CN1CCOCC1 | 102 | 0.8 | 1 | 3 | 3 | 0.1 | 1 | -10 | -4 | -3
CC1(C)CC(N2CCC(=O)NC2=S)CC(C)(C)N1 | 101 | 2.2 | 0 | 6 | 0 | 0.0 | 2 | -2 | -3 | -1
O=C(C1CCC(CNS(=O)(=O)c2ccccc2)CC1)N1CCOCC1 (configuration not stated) | 77 | -2.2 | -7 | 4 | 0 | 0.0 | -1 | 1 | -4 | -4
CCc1nc2ccc(C(=O)N3CCN(S(=O)(=O)CC)CC3)cn2c1N(C)C(=O)C1CCCCC1 | 98 | -0.7 | 18 | 2 | 0 | 0.0 | 6 | 3 | 5 | x
COc1ccc(-c2n[nH]c(=S)n2-c2ccccc2C)cc1 | 100 | -1.5 | 5 | 15 | 2 | 0.0 | -3 | 4 | -6 | -4
NS(=O)(=O)c1cccnc1Nc1cccc(C(F)(F)F)c1 | 101 | 0.6 | 4 | -8 | 2 | -0.3 | 8 | 0 | u | -8
CCc1ccc(Nc2n[n+](-c3ccccc3)c(-c3cccc(C)c3)s2)cc1 | 103 | -0.1 | 2 | 0 | -1 | -0.2 | -8 | -18 | -3 | -7
COC(=O)NC(NC(=S)Nc1ccccc1OC)C(Cl)(Cl)Cl (configuration not stated) | 99 | -2.5 | 3 | 8 | 2 | -0.1 | 0 | -2 | -2 | -5
Cc1cccc(OCC(=O)Nc2ccc(C(=O)NCC(C)C)cc2)c1 | 91 | -1.2 | -2 | 0 | 1 | 0.1 | 0 | 1 | 3 | 9
Cc1c(Br)c(O)c(Br)c2sc(=O)oc12 | 101 | -2.2 | 16 | 3 | 0 | 0.3 | 17 | -4 | 43 | -6
COc1ccccc1CNS(=O)(=O)c1cc2c3c(c1)CCN3C(=O)CC2 | 97 | 1.1 | -2 | 6 | 2 | 0.1 | -3 | 1 | 2 | -3
COc1cccc(C2NC(=O)NC(C)=C2C(=O)OCC2CCCO2)c1 (configuration not stated) | 96 | -0.4 | -6 | 20 | 1 | 0.4 | 0 | -19 | -5 | -18
O=C(NC1CCCCC1)N1CCCC1 | 83 | -1.4 | -3 | -3 | -2 | 0.1 | 0 | 3 | -2 | 1
Cc1cc(=O)oc2cc(OS(C)(=O)=O)ccc12 | 97 | 3.5 | 0 | 7 | -2 | -0.2 | 7 | -6 | -1 | -5
CCc1csc(CCNC(=O)C2CCC(=O)N(Cc3ccccc3F)C2)n1 (configuration not stated) | 93 | -1.2 | -10 | 18 | 0 | 0.0 | 8 | -5 | -1 | -16
CC(=O)NC1(NC(C)=O)CCN(C)C(c2ccccc2)C1C (configuration not stated) | 107 | 2.3 | 0 | 12 | 1 | -0.1 | 8 | 0 | 3 | -14
COc1ccccc1C1C2CCCCC2(O)CCN1CC(=O)Nc1ccccc1 (configuration not stated) | 100 | -1.4 | 2 | 8 | -2 | 0.0 | -1 | -5 | 0 | 1
CC(=O)N1CCCc2ccc(NS(=O)(=O)c3ccc(C)c(C)c3)cc21 | 93 | 0.8 | -6 | 6 | -1 | 1.4 | 8 | 2 | -3 | -5
COc1ccc2[nH]c(C)c(C(=O)CN(C)C)c2c1 | 100 | 0.8 | -1 | 10 | 4 | 0.8 | -1 | 7 | 8 | -10
Cc1ccc2[nH]cc(S(=O)(=O)c3ccc(C(C)C)cc3)c(=O)c2c1 | 99 | 1.4 | -8 | 4 | -1 | -0.1 | -3 | -5 | 17 | -4
CC(C)C[C@H](NC(=O)N1CCn2c1nc1ccccc12)C(=O)NCc1ccccc1 | 96 | 1.6 | -3 | 1 | 2 | 0.0 | -5 | -3 | 1 | -5
COc1cc(CN2CC(C)CC(C)C2)cc([N+](=O)[O-])c1O (configuration not stated) | 100 | -2.1 | 1 | 10 | 4 | -0.1 | -1 | -6 | -2 | 2
Cc1ccn2c(Nc3ccccc3C)c(-c3ccccn3)nc2c1 | 98 | -0.4 | -3 | 12 | 9 | 1.1 | -12 | 0 | 2 | -6
Cc1ccc(S(=O)(=O)N(C)C)cc1N | 103 | 0.1 | x | 3 | 0 | -0.1 | 2 | 2 | 2 | 1
CC1CC1C(=O)OCC(=O)Nc1cccc(F)c1 (configuration not stated) | 99 | 1.9 | -6 | 13 | 1 | -0.1 | -6 | -13 | -2 | 1
CC1CCN(c2oc(-c3ccccc3F)nc2C#N)CC1 | 97 | 1.2 | 1 | 5 | -2 | 0.0 | -11 | 3 | -2 | -3
Cc1cc(/C=C2/SC(=O)N(CC(=O)N3CCCC3)C2=O)c(C)n1C | 98 | -2.3 | 16 | -6 | -1 | -0.1 | -4 | 8 | u | 3
Cc1ccc(CNC(=O)C2CCCN(c3nn4c(=O)cc(C)nc4s3)C2)cc1 (configuration not stated) | 89 | -0.2 | -3 | 10 | 1 | 0.6 | -4 | -17 | -1 | 6
COc1ccc(NC(=O)Nc2ccc(C(C)C)cc2)cc1 | 87 | -0.2 | -9 | -2 | -2 | -0.1 | -5 | -2 | -10 | 1
Nc1nnc(SCCCOc2ccc(F)cc2)s1 | 97 | -1.5 | 0 | 0 | -2 | 1.9 | 0 | 0 | -3 | 4
CCCCN1C(=O)C(=O)N(CC(=O)N2N=C3/C(=C/c4ccco4)CCCC3C2c2ccco2)C1=O (configuration not stated) | 101 | 0.8 | -1 | 5 | 0 | 0.3 | 0 | -4 | -6 | 1
Clc1cccc(CSc2nnc(-c3c[nH]c4ccccc34)o2)c1 | 97 | 3.2 | x | 5 | 2 | 0.0 | 0 | -13 | 4 | 1
COC(=O)C1=C(C)N(CCCC(=O)O)C(=O)NC1c1ccc(OC)cc1 (configuration not stated) | 96 | 0.9 | 13 | 4 | 3 | -0.1 | -7 | -7 | 4 | -1
O=C1c2ccccc2-c2n[nH]c3cccc1c23 | 98 | 1.4 | -6 | 11 | 4 | -0.2 | -6 | 5 | -1 | 9
CCOc1ccccc1NC(=O)c1cc(-c2cc(OC)c(OC)c(OC)c2)nc2ccccc12 | 100 | 0.7 | -12 | 28 | 2 | -0.4 | 8 | -13 | 35 | -4
Cc1ccccc1NC(=O)c1c(F)c(F)c(F)c(F)c1F | 103 | -0.4 | -3 | 18 | 1 | 1.1 | 0 | 4 | 1 | -11

Brought forward from above: two entries; new compounds follow.
SMILES | ABCB6 inh MLPCN | MC4R ag barr | Vif inh | MC4R antagonist | N-glyco inh | aDG glyco up | ABHD5-PLIN5 inh | NOD2-RIPK2 inh | Exocytosis inh | TLR9-MyD88 inh
CCOc1ccccc1NC(=O)c1cc(-c2cc(OC)c(OC)c(OC)c2)nc2ccccc12 | 100 | 0.7 | -12 | 28 | 2 | -0.4 | 8 | -13 | 35 | -4
Cc1ccccc1NC(=O)c1c(F)c(F)c(F)c(F)c1F | 103 | -0.4 | -3 | 18 | 1 | 1.1 | 0 | 4 | 1 | -11
COc1ccc2c(c1)C(=O)CC(c1ccc3c(c1)OCCO3)O2 (configuration not stated) | 100 | 1.6 | 4 | 0 | -2 | 0.0 | -2 | -7 | u | -3
CC(C)(C)n1nnnc1C(c1cccc(C#N)c1)N1CCN2CCCC2C1 (configuration not stated) | 102 | -1.9 | -5 | 1 | 2 | -0.2 | 6 | -12 | -6 | 12
COc1ccc(S(=O)(=O)N(C)CC(=O)NCCCN2CCOCC2)cc1Cl | 101 | 0.4 | 4 | 9 | 1 | -0.1 | 4 | -6 | -9 | -4
C/C(=N\NC(=O)C1CC1)c1ccccc1Br | 97 | -1.8 | -3 | -1 | 1 | -0.1 | 4 | -13 | 6 | 3
CCOP(=O)(c1ccc(N(C)C)cc1)C(O)c1cc(OC)c(OC)c(OC)c1 (configuration not stated) | 96 | -2.1 | 29 | 0 | 1 | 0.0 | 5 | -4 | -4 | -2
Cc1ccc2c(c1C)NC(C(=O)O)C1CC=CC21 (configuration not stated) | 112 | 0.5 | -1&-3 | -1 | 1 | 0.0 | 9 | 0 | -4 | 14
O=C(CSc1nnc(Cc2cc(=O)[nH]c(=O)[nH]2)n1-c1ccccc1)N1CCCc2ccccc21 | 96 | -0.4 | -3 | 5 | -1 | 0.3 | 2 | -9 | -10 | 5
Cc1nnc(SCC(=O)Nc2sccc2C#N)n1Cc1ccccc1 | 197 | -0.4 | x | -2 | 1 | 0.1 | -3 | -12 | 12 | 14
CC1CN(S(=O)(=O)c2ccc(C(=O)NN3CCN(C)CC3)cc2)CC(C)O1 (configuration not stated) | 102 | -0.3 | -3 | 0 | 2 | 0.0 | 5 | 4 | -4 | 2
Cc1ccc(/C=N/NC(=O)c2cc(C)oc2C)cc1 | 93 | -0.7 | 19 | 3 | 14 | -0.1 | -3 | -1 | -6 | x

Source: PubChem BioAssay
